Assay outcomes (PubChem)
PKM2 act: qHTS Assay for Activators of Human Muscle isoform 2 Pyruvate Kinase; Pyruvate kinase PKM (Homo sapiens), P14618; purified PKM2, Kinase-Glo ATP luminescence, activation; response scale: 0% is enzyme alone, no compound; Potency, µM (top dose mostly 57.5 µM), for inactives: at the highest dose activation, actives largely listed as activators; 260,000 tested, 0.34% active; AID 1631, 2009; note: potency is the fitted concentration of half-maximal effect; % is set by controls: 0 for no effect and ±100 for the full control effect; nearly all actives have a fitted effect of over 55% in size
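Purified hPK-M2 (>95% pure) converted ADP (0.1 mM final) to ATP with 0.5 mM PEP in 50 mM imidazole pH7.2, KCl, MgCl2, Tween 20, BSA; 1 h at room temperature. ATP detected by Kinase-Glo luminescence.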
B2AR arrestin: qHTS assay of beta-arrestin-biased ligands of beta2-adrenergic receptor. Beta-2 adrenergic receptor (Homo sapiens), P07550. Potency, µM (doses to about 46.1 µM), without a hit: top-dose activation, hits mostly activators. 330,000 tested, 0.02% active. AID 492947, 2010. beta-arrestin recruitment to beta2AR, cell-based reporter;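 note: potency is the fitted concentration of half-maximal effect; 0% = DMSO controls and full agonism = EC100 isoproterenol or metaproterenol; nearly all actives have a fitted effect of over 65% in size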
Target sequence (P07550 whole entry, looked up): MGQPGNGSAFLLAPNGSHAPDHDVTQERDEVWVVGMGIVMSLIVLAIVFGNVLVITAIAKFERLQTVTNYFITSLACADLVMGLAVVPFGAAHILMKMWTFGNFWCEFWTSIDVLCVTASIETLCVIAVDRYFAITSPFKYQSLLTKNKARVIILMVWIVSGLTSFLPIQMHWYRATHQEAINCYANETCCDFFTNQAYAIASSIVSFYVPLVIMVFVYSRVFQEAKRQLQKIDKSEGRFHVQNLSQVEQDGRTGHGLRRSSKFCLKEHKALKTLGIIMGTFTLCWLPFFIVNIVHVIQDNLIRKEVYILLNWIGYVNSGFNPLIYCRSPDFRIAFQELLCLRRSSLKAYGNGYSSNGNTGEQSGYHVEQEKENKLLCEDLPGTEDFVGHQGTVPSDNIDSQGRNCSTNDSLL
TRPV1 ag: HTS Assay for Compounds that Act as Agonists of the Vanilloid Receptor 1; Transient receptor potential cation channel subfamily V member 1 (Homo sapiens), Q8NER1; TRPV1-expressing cells, Fluo-8 calcium influx, agonist mode; activation, % at 8.33 µM; 320,000 tested, 0.19% active; AID 540275, 2011; in the data active = activation above about 80%; inconclusive = between about 30% and that limit; note: 0% is about no effect
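Cells expressing TRPV1 were dye-loaded with Fluo-8 and read kinetically: 10 s baseline, 3 min after compound (agonist portion), then 2 min after EC20 capsaicin (allosteric enhancer portion). Calcium-bound dye fluorescence at 480/520 nm.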
USP2a block: qHTS Assay for Inhibitors of Ubiquitin-specific Protease USP2a Using CHOP2 as the Reporter; Ubiquitin carboxyl-terminal hydrolase 2 (Homo sapiens), O75604; USP2 core, Ub-CHOP2 coupled fluorogenic reporter, 485/531; Potency, µM (highest dose often 38.3 µM), inactives show at the highest dose activity change, negative = inhibition, actives largely listed as inhibitors; 330,000 tested, 0.01% active;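 note: potency is the fitted concentration of half-maximal effect; plate controls were DMSO wells for no effect and full inhibition by NEM control for full effect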
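Cell-free coupled assay: 10nM USP2 core preincubated 30min RT with compound in Tris-HCl pH 8.0/CaCl2/CHAPS buffer, then 25nM Ub-CHOP2 and 25nM reporter substrate; fluorescence (Ex 485/Em 531) read after 60min RT, normalized to NEM inhibition, concentration-response curves fitted.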
KCNH2 WT inh: qHTS for Inhibitors of KCHN2 3.1: Wildtype qHTS. Voltage-gated inwardly rectifying potassium channel KCNH2 (Homo sapiens), Q12809. U2OS, BacMam KCNH2, thallium flux FluxOr; stronger effect = lower value. activity change, % at 1.84 µM. 340,000 tested, 0.37% active. AID 720551, 2013;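 active = maximum activity change below -70%; inconclusive = maximum activity change between -70% and -50%; inactive = maximum activity change above -50%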; note: % is set by controls: 0 for no effect and ±100 for the full control effect
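U2OS cells transduced with wild-type KCNH2 virus are loaded with FluxOr dye for 45 min, and thallium flux is measured in kinetic reads before and after stimulation buffer. Rate constants are normalized to DMSO controls.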
Coupling enz: qHTS Assay for Inhibitors of Fructose-1,6-bisphosphate Aldolase from Giardia Lamblia: Coupling assay counterscreen | coupling enzyme system counterscreen, AmpLite Red fluorescence | activity change, negative = inhibition, % at 58.2 µM, hits read low | 290,000 tested, 0.67% active; in the data active = activity change below about -30%; note: % is set by controls: 0 for no effect and ±100 for the full control effect
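Final compound at 57.5 uM, incubated 10 min at RT with coupling enzyme reagent (glyceraldehyde-3-phosphate), then 20 min with substrate and AmpLite Red detection. Fluorescence read at 525/598 nm; tests interference with the coupling assay, not aldolase inhibition.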
GALK inhibitor: qHTS Assay for Inhibitors of Human Galactokinase (GALK); 270,000 tested, 0.007% active; Potency, µM (doses to about 57.5 µM), inactives show at the highest dose activity change, negative = inhibition, hits mostly inhibitors; Purified GALK, Kinase-Glo residual ATP luminescence; P51570; AID 1868, 2009; note: potency is the fitted concentration of half-maximal effect; % is set by controls: 0 for no effect and ±100 for the full control effect
Target sequence (P51570 whole entry, looked up): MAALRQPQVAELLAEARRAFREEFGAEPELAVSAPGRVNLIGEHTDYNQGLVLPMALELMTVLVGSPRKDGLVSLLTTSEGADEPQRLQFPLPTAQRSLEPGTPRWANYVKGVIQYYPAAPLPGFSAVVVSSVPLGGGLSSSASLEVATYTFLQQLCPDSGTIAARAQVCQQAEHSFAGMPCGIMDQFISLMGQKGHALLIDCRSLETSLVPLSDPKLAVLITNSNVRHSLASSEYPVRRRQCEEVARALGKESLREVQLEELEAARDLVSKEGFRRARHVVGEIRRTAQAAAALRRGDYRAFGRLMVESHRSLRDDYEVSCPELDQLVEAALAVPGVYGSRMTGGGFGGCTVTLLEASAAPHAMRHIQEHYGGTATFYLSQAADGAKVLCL
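5 nM enzyme, 35 uM ATP, 100 uM galactose, 20 mM HEPES pH8.0, 5 mM MgCl2; 1 h RT; residual ATP by Kinase-Glo Plus luminescence, qHTS format.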
Giardia killer: Small Molecules that selectively kill Giardia lamblia: qHTS | Giardia lamblia trophozoite viability | activity change, % at 7.66 µM, hits read low | 340,000 tested, 0.15% active | AID 540267, 2011; in the data active = activity change below about -80%; inconclusive = between about -30% and that limit;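 note: parasites exposed to compound for two days anaerobically before the ATP read; % is set by controls: 0 for no effect and ±100 for the full control effect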
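ATP-content bioluminescence gauges trophozoite survival. Cells (100/well) receive compound and incubate anaerobically for 48 hrs at 37 deg C; detection reagent follows for 15-30 min at room temperature.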
KCNH2 3.1 block: qHTS for Inhibitors of KCHN2 3.1: Mutant qHTS; Potassium voltage-gated channel subfamily H member 2, brain isoform KCNH2 3.1 (human); AID 720553, 2013; 340,000 tested, 0.95% active; activity change, % (tested at about 1.8 µM); U2OS KCNH2 3.1, thallium flux FluxOr; stronger effect = lower value;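 active = maximum activity change below -70%; inconclusive = maximum activity change from -70% to -50%; inactive = maximum activity change above -50%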;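 note: thallium influx rate constant from kinetic fluorescence after stimulation buffer; % is set by controls: 0 for no effect and ±100 for the full control effect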
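U2OS cells transduced with KCNH2 3.1 mutant virus (1.77 x 10^8 /mL, 4 h), plated overnight at 37 C, loaded 45 min with FluxOr dye plus Red40 quencher. Thallium flux rate constant from kinetic reads after stimulation buffer, normalised to controls.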
CXXC DNA block: qHTS Fluorescence Polarization Assay for Inhibitors of MLL CXXC domain - DNA interaction. Histone-lysine N-methyltransferase 2A (Homo sapiens), Q03164. MLL-CXXC / FITC-HOXA9 DNA fluorescence polarization. Potency, µM (highest dose often 115 µM), without a hit: at the highest dose activity change, negative = inhibition, most hits filed as inhibitors. 290,000 tested, 0.037% active; active = well fitted inhibition curve with a large enough effect in the polarisation, with a control signal flat, not every such curve was filed as active; inconclusive = small, poorly fitted or top-dose-only effect, or effect the other way, or a change in a side signal; inactive = no such curve, though single readings can be large or run the other way; the % refers to the polarisation; note: potency is the fitted concentration of half-maximal effect
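Steps: dispense CXXC domain solution (7 uM) → pin compounds or unlabeled HOX-A9 DNA control → 5 min ambient → add FLSN-HOX-A9 solution (50 nM) → spin → 30 min ambient → fluorescence polarization. Tris pH 7.5/NaCl/DTT/BSA buffer.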
Menin-MLL TR inh: qHTS Assay for Inhibitors Targeting the Menin-MLL Interaction in MLL Related Leukemias: Competition With Texas Red Labeled MLL-derived Mutant Peptide. AID 1768, 2009. 270,000 tested, 0.23% active. Menin + Texas Red MLL mutant peptide, fluorescence polarization. Potency, µM (top dose mostly 61.6 µM), for the others: top-dose FP activity change, negative = inhibition, actives largely listed as inhibitors. O00255; active = well fitted inhibition curve with a large enough effect in the polarisation, with a control signal flat, not every such curve was filed as active; inconclusive = small, poorly fitted or top-dose-only effect, or effect the other way, or a change in a side signal; inactive = no such curve, though single readings can be large or run the other way; the % refers to the polarisation; note: potency is the fitted concentration of half-maximal effect; % of control where 0% means no effect; many of its hits are not listed in these tables
Active calls of the source: *; u = inconclusive; x = not tested or not shown; [ ] = remark or other dose. Unless noted, calls come from the whole dose curve; as a rule, active = well fitted curve in the direction sought with a large enough effect; inconclusive = small, poorly fitted or top-dose-only effect, or another doubt; inactive = no such curve, though single readings can be large; an effect the other way counts as inactive or inconclusive.

SMILES | PKM2 act | B2AR arrestin | TRPV1 ag | USP2a block | KCNH2 WT inh | Coupling enz | GALK inhibitor | Giardia killer | KCNH2 3.1 block | CXXC DNA block | Menin-MLL TR inh
COc1ccc(OC)c(S(=O)(=O)Nc2ccc3c(c2)n(C)c(=O)n3C)c1 | -1% | -1.7% | -1 | 2% | 3 | 0 | 10% | -18 | -16 | -5% | 1%
c1ccc(N=Nc2cn[nH]c2-c2ccco2)cc1 | 4% | 0.0% | 7 | 1% | -3 | -2 | 0% | -11 | -3 | 2% | 14%
Cc1cc(NC(=S)Nc2cccnc2)ccc1Br | 6% | -1.4% | u | 5% | -5 | 1 | 0% | -7 | 3 | 2% | 13%
COc1ccc(C(C2C(=O)CC(C)(C)CC2=O)C2C(=O)CC(C)(C)CC2=O)cc1CO | x | 0.3% | -1 | 3% | -2 | 0 | 3% | -26 | 9 | 0% | 8%
O=C(N[C@@H](Cc1ccccc1)C(=O)OCC(=O)N1CCOCC1)c1cccs1 | -2% | 0.3% | 1 | 1% | -4 | 3 | 1% | 1 | 14 | -7% | -5%
COc1ccc(Cl)cc1NC(=S)NCc1ccco1 | 3% | -0.1% | -1 | -1% | -5 | -3 | 0% | 9 | -7 | 8% | 9%
Cc1cccc(N2CCN(C(=O)COc3ccc4c(c3)CCC4)CC2C)c1 (stereo not given) | x | 0.2% | u | 0% | 2 | x | x | 5 | 11 | x | x
CCOC(=O)C1=C(COC(=O)c2cccc(Br)c2)NC(=O)NC1C (stereo not given) | x | -0.1% | 0 | 0% | -8 | x | x | -1 | -10 | x | x
Cc1nc2scc(-c3cccs3)c2c(=O)n1CC(=O)O | 3% | 0.0% | -4 | -4% | -1 | 8 | 0% | -1 | 3 | -7% | -6%
N#Cc1c(-c2ccccc2)oc(=O)c2ccccc12 | 0% | -3.0% | -2 | 1% | -5 | 0 | -3% | 5 | -6 | 16% | 0%
CC(=O)Nc1c(OC(C)=O)ccc2c(C)cc(=O)oc12 | 4% | -0.3% | 1 | 1% | 5 | 4 | -1% | 13 | 13 | 42%[activator] | 8%
COc1ccccc1C(=O)N/C(=C/c1ccc2c(c1)OCO2)C(=O)Nc1ccc(C(=O)O)cc1 | -8% | -0.2% | 0 | 4% | 3 | 2 | -1% | -2 | 14 | 2% | 2%
O=C(NCc1ccco1)c1ccccc1Nc1ccc(F)cc1 | -3% | 0.0% | 0 | 4% | 30 | 4 | 2% | -5 | -9 | 11% | 11%
Cc1ccc(C(=O)O)cc1NC(=S)NC(=O)c1ccc(COc2ccccc2)cc1 | 0% | -0.5% | 0 | -9% | 17 | x | -2% | -11 | 1 | 15% | x
COc1ccc(OCC(=O)N2c3ccccc3CCc3ccccc32)cc1 | -7% | -0.1% | -1 | 0% | 3 | 0 | 1% | 17 | 0 | 1% | -6%
CN(C)c1ccc(/C=c2\sc3n(c2=O)CCCN=3)cc1 | -10% | 0.3% | 11 | 5% | -3 | -2 | 3% | 0 | 2 | 41%[activator] | 13%
Cc1ccc(S(=O)(=O)N(C)C)cc1NC(=S)Nc1ccc2cn[nH]c2c1 | 1% | -1.8% | 3 | 0% | 1 | -7 | -1% | 2 | 19 | 6% | 8%
CCOc1ccc(NC(=O)CSc2nnc(CCNC(=O)c3ccc(OC)cc3)n2C)cc1 | -3% | 0.5% | 5 | 0% | -12 | 0 | 4% | -18 | 3 | 3% | 10%
CC(C)(C)CC(=O)NC(=S)NCCc1ccccc1 | -8% | -0.9% | 7 | 2% | 2 | 1 | -1% | 10 | 6 | -4% | 15%
Cc1ccc(N2C(=O)C(CN3CCCCC3)C2c2ccccc2)cc1 (stereo not given) | -1% | -0.2% | 10 | 1% | 25 | 4 | 0% | 6 | -14 | -5% | -20%
Cc1c(C=O)c2ccccn2c1C(=O)c1ccncc1 | -14% | -2.1% | -3 | -2% | -71* | x | 1% | -4 | 6 | -6% | u
COC(=O)c1c(C)[nH]c(C(=O)CN2C(=O)NC3(CCOc4ccccc43)C2=O)c1C (stereo not given) | x | -1.4% | -2 | 1% | 7 | x | x | 2 | -6 | x | x
COc1ccc(CN2CCCCC2C)cc1OC (stereo not given) | 4% | -0.6% | 0 | -1% | 1 | 1 | 0% | 10 | -8 | -6% | 0%
O=C(O)/C=C/C(=O)NNC(=O)c1cc(-c2ccccc2)n[nH]1 | -16% | 0.3% | 1 | 1% | 4 | 3 | -3% | -28 | -34 | -4% | 5%
COc1ccc2cc3cc(C(=O)NCCCN4CCC(C)CC4)oc3nc2c1 | x | 0.3% | -3 | -3% | 8 | x | 0% | 12 | -1 | -6% | x
SMILES | PKM2 act | B2AR arrestin | TRPV1 ag | USP2a block | KCNH2 WT inh | Coupling enz | GALK inhibitor | Giardia killer | KCNH2 3.1 block | CXXC DNA block | Menin-MLL TR inh
Cn1c(=O)c2c(ncn2CC(=O)N/N=C/C(Br)=C/c2ccccc2)n(C)c1=O | 11% | -0.3% | -3 | 1% | -2 | 3 | -3% | -3 | -16 | 18% | 32%[activator]
CCOc1ccc(-n2c(=O)c3sccc3n(CC(=O)NCC3CCCO3)c2=O)cc1 (stereo not given) | x | -0.1% | -3 | 1% | -27 | 2 | -1% | -15 | -7 | -2% | 14%
CCN(Cc1cc(=O)[nH]c2ccccc12)C(=O)c1ccc(C)cc1 | 4% | 6.9% | -1 | -5% | 13 | 0 | -3% | -11 | -10 | -1% | x
COc1cccc(CN(C)C(=O)C(CCSC)NS(=O)(=O)c2ccc3c(c2)OCCO3)c1OC (stereo not given) | x | 2.9% | u | 1% | 0 | x | x | -9 | -4 | x | x
CC1=C(/C=C/C(=O)O)C(C)(C)CCC1 | 2% | 0.2% | -3 | -4% | -1 | 7 | 1% | -8 | 4 | -12% | x
CC1CCN(S(=O)(=O)c2ccccc2[N+](=O)[O-])CC1 | 10% | -4.1% | 6 | 0% | -3 | -1 | x | 8 | 4 | 0% | 4%
CC1(C)C(=O)OC(c2ccco2)C(C)(C)C1=O (stereo not given) | -3% | 0.0% | -2 | 3% | -22 | -1 | -3% | -12 | 12 | 3% | 1%
CCOc1ccc(S(=O)(=O)N2CCN(Cc3ccc4c(c3)OCO4)CC2)cc1OCC | x | -0.2% | 17 | 0% | -11 | 1 | -2% | -10 | -6 | -1% | x
C=CCNc1nnc(Cc2ccc(F)cc2)c(=O)[nH]1 | x | -0.1% | 3 | 2% | 3 | 0 | 8% | -13 | 0 | 6% | 21%
CC(C)c1nc2cc(C(=O)NC(C)c3cnn(C)c3)ccc2o1 (stereo not given) | x | 0.3% | 2 | 1% | -4 | x | -4% | 6 | 2 | 21% | x
Cn1c(Cn2c(=O)sc3ccccc32)nnc1SCC(=O)NCc1ccc2c(c1)OCO2 | 10% | -0.6% | 0 | -1% | 9 | 0 | 0% | -17 | 7 | -13% | 1%
Cc1c(NC(=O)C(C)Sc2nc(N)cc(=O)[nH]2)c(=O)n(-c2ccccc2)n1C (stereo not given) | x | -0.2% | 0 | 3% | 1 | x | x | -4 | -4 | x | x
COc1ccc(CN2CCC(=O)N(CCO)CC2)cc1OC | 4% | -0.8% | -2 | 1% | -3 | -1 | x | -7 | 29 | 4% | 18%
C=CCNC(=S)/N=c1/ccccn1C | -1% | -0.4% | 1 | 1% | -1 | 0 | -4% | 4 | 22 | 5% | x
CS(=O)(=O)N(Cc1ccc(C(=O)NCCSCc2ccco2)cc1)c1ccccc1 | -1% | 0.2% | 1 | 2% | 14 | 5 | 4% | -11 | -5 | 3% | 4%
O=C(c1cnc(N2CCN(c3ncccn3)CC2)c2ccccc12)N1CCN(c2ccccn2)CC1 | 5% | -0.9% | 0 | -2% | -5 | 3 | -2% | -6 | -17 | -1% | u
CS(=O)(=O)Cc1ccc(C(=O)NC2CCSc3ccccc32)cc1 (stereo not given) | 10% | 0.6% | 2 | -1% | -2 | -3 | 6% | 15 | -5 | 3% | -4%

A portion of the library, so the mix of outcomes need not match the whole.
